# Source: PubChem (National Center for Advancing Translational Sciences (NCATS))
# D2 antagonist – antagonists of human D2 dopamine receptor | P14416 | HEK293 TREx D2 cells, calcium flux, dopamine EC80 | inhibition, % at 10 µM | actives 2% (n = 340,000); in the data active means inhibition above about 30%; further: 0% is about no effect
# Target sequence (P14416 whole entry, looked up): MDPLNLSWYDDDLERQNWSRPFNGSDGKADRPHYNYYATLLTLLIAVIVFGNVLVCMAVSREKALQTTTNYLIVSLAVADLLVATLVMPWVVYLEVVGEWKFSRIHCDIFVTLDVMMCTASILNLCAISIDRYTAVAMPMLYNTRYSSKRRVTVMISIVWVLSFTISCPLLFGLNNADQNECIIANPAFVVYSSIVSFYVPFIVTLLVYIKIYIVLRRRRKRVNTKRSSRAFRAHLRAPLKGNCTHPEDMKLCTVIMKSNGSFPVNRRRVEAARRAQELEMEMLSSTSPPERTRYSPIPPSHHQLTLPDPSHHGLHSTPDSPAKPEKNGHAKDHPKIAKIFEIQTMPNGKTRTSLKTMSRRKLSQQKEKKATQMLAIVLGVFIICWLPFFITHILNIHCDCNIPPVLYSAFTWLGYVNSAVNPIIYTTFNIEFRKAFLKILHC
#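 Overnight-induced (tetracycline, 30 C) HEK293 T-REx cells carrying force-coupled D2 receive a no-wash calcium dye, then compound, then EC80 dopamine at 180 s; signals are read kinetically throughout.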
# D1 ag – agonists of human D1 dopamine receptor. AID 504660. activation, % at 2 µM. P21728. actives 1% (n = 360,000). HEK293 T-REx D1 cells, calcium flux, agonist mode; in the data active means activation above about 30%; further: 0% is about no effect
#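 Inducible HEK293 T-REx D1 cells, force-coupled to calcium signalling, were plated at 4000 cells/well with tetracycline and held overnight at 30 C. After no-wash calcium dye loading, compound-evoked calcium rise over 180 s flagged agonists.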
# D2 agonist – agonists of human D2 dopamine receptor. activation, % at 2 µM. actives 0.53% (n = 340,000). HEK293 T-REx D2 cells, calcium flux agonist mode. P14416. AID 485358;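 active means activation over 3 SD above normal in the single-dose calcium agonist read, cut at about 30% in these data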; further: 0% is about no effect
#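 Tetracycline-induced HEK293 T-REx cells with force-coupled D2 receptor, plated overnight at 30 C, loaded with no-wash calcium dye. After a 10 s baseline, compound was pin-added and calcium flux read kinetically for 180 s; calcium rises flagged agonists.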
# D1 antagonist – human D1 dopamine receptor antagonism. actives 3.2% (n = 360,000). HEK293 TREx D1 cells, calcium flux, dopamine EC80; stronger effect = lower value. activity change, negative = inhibition, % at 10 µM. AID 504652. P21728; in the data active means activity change below about -30%; further: on the % scale 0 is the no-effect control and ±100 the full control effect
#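 Allosteric or orthosteric antagonism assessed as attenuation of the calcium response to EC80 dopamine, added 180 s after compound, in induced HEK293 Trex D1 cells loaded with no-wash calcium dye.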
# D2 potentiator – D2 dopamine receptor (human) potentiation. actives 0.34% (n = 340,000). potentiation, % at 10 µM. AID 485347. HEK293 T-REx D2, calcium flux, EC20 dopamine potentiation. P14416;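 active means potentiation over 3 SD above the plate norm, cut at about 30% in these data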; further: 0% is about no effect
#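 Tetracycline-induced HEK293 T-REx cells force-coupled to calcium signalling expressed D2; compounds were pin-added after a 10 s baseline, read kinetically 180 s, then an EC20 dopamine challenge followed with a further 180 s calcium read.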
# D1 potentiator – potentiators of human D1 dopamine receptor. P21728. HEK293 TREx D1 cells, calcium flux, dopamine EC20 potentiation. potentiation, % at 10 µM. actives 0.036% (n = 360,000). AID 504651; in the data active means potentiation above about 30%; further: 0% is about no effect
# RXFP1 antag – antagonists of human relaxin receptor RXFP1 | HEK293-RXFP1, relaxin-stimulated cAMP HTRF, 30 min; stronger effect = lower value | Q9HBX9 | actives 0.59% (n = 350,000) | activity change, negative = inhibition, % at 57.5 µM;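 active means activity change of -60% or lower, but not beyond a set lower limit; inconclusive means change between -60% and -40%, or beyond the set limit; inactive means change above -40%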; further: on the % scale 0 is the no-effect control and ±100 the full control effect
# RXFP1 agonist – agonists of human relaxin receptor RXFP1; Q9HBX9; HEK293T-RXFP1 cAMP TR-FRET, 30 min; response scale: percent of porcine relaxin response, buffer zero; Potency, µM (series often up to 57.5 µM), for inactives: at the top dose activation, actives largely listed as activators; actives 0.3% (n = 370,000); active means well fitted activation curve with a large enough effect; inconclusive means small, poorly fitted or top-dose-only effect; further: potency means the concentration at half of the fitted maximal effect; on the % scale 0 is the no-effect control and ±100 the full control effect; nearly all actives have a fitted effect of over 60% in size; many of its hits are not listed in these tables
#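 HEK293T cells stably expressing RXFP1 were pretreated with the PDE4 inhibitor Ro 20174, exposed to compounds for 30 min at 37C, lysed, and cAMP was read by TR-FRET. Data normalized to buffer (basal) and 29 nM porcine relaxin (100%).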
# TRHR enhancer – allosteric enhancers of human TRH receptor. P34981. TRHR cells, fluo-8 calcium fluorescence, EC20 TRH enhancement. enhancement, % at 2 µM. actives 0.66% (n = 360,000). AID 493056; in the data active means enhancement above about 30%; further: 0% is about no effect
# Target sequence (P34981 whole entry, looked up): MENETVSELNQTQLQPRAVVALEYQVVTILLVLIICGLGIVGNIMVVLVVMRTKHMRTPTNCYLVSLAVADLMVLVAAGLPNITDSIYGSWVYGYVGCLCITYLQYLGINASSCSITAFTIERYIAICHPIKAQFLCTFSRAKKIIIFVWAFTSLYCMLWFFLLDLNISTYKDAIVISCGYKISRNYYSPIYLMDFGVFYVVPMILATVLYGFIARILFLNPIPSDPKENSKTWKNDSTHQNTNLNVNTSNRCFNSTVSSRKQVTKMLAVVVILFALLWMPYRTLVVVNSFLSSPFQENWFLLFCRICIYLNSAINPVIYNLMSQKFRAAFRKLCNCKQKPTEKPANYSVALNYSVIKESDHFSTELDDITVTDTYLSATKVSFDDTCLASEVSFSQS
#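 TRHR-expressing cells loaded with fluo-8 calcium dye were read kinetically (ex 480/em 530) during compound addition, then stimulated with an EC20 of TRH (10 nM final). Enhancement of the Gq-mediated intracellular calcium response was scored.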
# Active calls of the source: *; ? = inconclusive; nt = no result given; & = joins results of further samples. The list is partial (hit frequency here may not be typical).
item	structure	D2 antagonist	D1 ag	D2 agonist	D1 antagonist	D2 potentiator	D1 potentiator	RXFP1 antag	RXFP1 agonist	TRHR enhancer
1	CN(C)c1cc2c(c(N(C)C)c1)C(=O)c1ccccc1C2=O	10	2	-1.1	-8	-3	5	8	1.5%	2
2	O=C(C1=C(O)C(=O)N(c2ncccn2)C1c1ccc(Cl)c(Cl)c1)c1ccco1 (configuration not stated)	nt	4	nt	-7	nt	-1	14	24%	-1
3	O=c1c2ccccc2nc(COc2ccccc2)n1/N=C/c1ccco1	17	3	-2.4	5	7	-1	-1	1.9%	-12
4	CCN(CC)C(=O)COc1coc(CN2CCN(c3ccc(F)cc3)CC2)cc1=O	9	13	0.4	4	1	2	8	-2.2%	9
5	CC(C#N)Sc1ccc(S(=O)(=O)N(C)C2CCCCC2)cn1 (configuration not stated)	0	9	-0.9	-3	-16	-7	3	-1.9%	-3
6	COC(=O)C1C(=O)C=C(Nc2ccc(F)cc2F)CC1c1ccccc1 (configuration not stated)	-20	2	-3.6	-3	-1	-2	-6	-0.6%	3
7	Cc1cc[n+](CCC(=O)O)c2ccccc12	-3	1	0.8	-2	-2	1	4	0.2%	-2
8	COc1ccc(S(=O)(=O)N(CC(=O)N2CCOCC2)Cc2ccccc2)cc1	13	-3	-0.5	14	-2	-7	3	2.6%	-3
9	Cn1c(CCNC(=O)c2ccccc2)nc2cc(NC(=O)c3ccco3)ccc21	-5	0	1.4	-3	2	-5	10	-0.3%	1
10	Cc1ccc(S(=O)(=O)Nc2cc(C)nn2-c2ccccc2)cc1	-7	3	-0.8	5	6	1	-12	3.0%	-2
11	Cc1ccccc1OCCC(=O)OCC(=O)NC(C)c1ccccc1 (configuration not stated)	23	1	1.0	-4	-15	0	6	-0.4%	-1
12	CCCCN(C(=O)CNC(=O)c1cccs1)C(C(=O)NC1CCCCC1)c1cccnc1 (configuration not stated)	-21	-1	nt	4	4	0	1	0.1%	4
13	COc1ccc(C(=O)/C=C/Nc2cccc(O)c2)cc1	2	3	-0.2	-2	-18	-5	-10	-2.4%	-4
14	CS(=O)(=O)c1ccc(Cl)c(NC(=O)CCc2ccccc2)c1	11	-1	1.1	-9	-2	0	5	1.0%	-5
15	Cc1cccc(NC(=O)c2ccc3nc(CCc4ccccc4)oc3c2)c1C	nt	21	1.2	-13	-5	-2	-26	2.1%	2
16	COC(=O)c1ccccc1NC(=O)C(CCS(C)(=O)=O)NC(C)=O (configuration not stated)	-30	2	0.2	-14	17	-2	2	3.9%	-8
17	CCSc1nnc(NC(=O)CSc2ncccn2)s1	-10	2	0.1	3	1	-4	9	0.2%	-5
18	Cc1cc(C#N)c(C)n1-c1cc(C(F)(F)F)ccc1N1CCOCC1	5	0	-1.4	31	1	1	17	1.1%	6
19	O=C(CN1C(=O)COc2ccccc21)c1ccc(Cl)cc1	1	1	-0.8	-2	-4	-6	-12	1.0%	-1
20	CCc1cccc(C)c1NC(=O)CSc1nnc(-c2ccco2)n1N	-7	2	-1.1	-11	7	-3	-16	1.0%	7

# Sorted by value in D2 antagonist (rising): 3 of the compounds above
nr	mol	D2 antagonist	D1 ag	D1 antagonist	D2 potentiator	D1 potentiator	RXFP1 antag	TRHR enhancer
12	CCCCN(C(=O)CNC(=O)c1cccs1)C(C(=O)NC1CCCCC1)c1cccnc1 (configuration not stated)	-21	-1	4	4	0	1	4
7	Cc1cc[n+](CCC(=O)O)c2ccccc12	-3	1	-2	-2	1	4	-2
18	Cc1cc(C#N)c(C)n1-c1cc(C(F)(F)F)ccc1N1CCOCC1	5	0	31	1	1	17	6

# Going on with the list:
item	structure	D2 antagonist	D1 ag	D2 agonist	D1 antagonist	D2 potentiator	D1 potentiator	RXFP1 antag	RXFP1 agonist	TRHR enhancer
21	CCOC(=O)CSc1nc2ccc(N3CCOCC3)cc2c(=O)n1Cc1ccccc1	3	0	0.7	8	-5	4	1	1.8%	8
22	COc1ccc(Nc2sc(C(=O)c3ccc(Cl)cc3)c(N)c2C(=O)Nc2ccccc2OC)cc1	5	78*	28	-50*	-10	2	-14	0.4%	-17
23	CC(NC(=O)NCCCn1ccnc1)(C(F)(F)F)C(F)(F)F	nt	1	nt	-7	5	2	9	1.2%	5
24	COc1ccc(CC(=O)Nc2ccccc2N2CCCC2)cc1	-1	3	-0.7	-10	6	1	10	-1.4%	-2
25	CC(c1ccon1)N(C)Cc1cn(C)nc1-c1ccc2c(c1)OCCO2 (configuration not stated)	-19	2	0.5	8	10	8	-1	-8.1%	11
26	CC(C)c1ccccc1NC(=S)NN(Cc1ccccc1)c1ccccc1	-1	7	-1.7	19	-7	2	-14	0.3%	-7
27	COc1ccccc1N1CCN(/N=C\c2cccnc2)CC1	6	-2	0.4	32	17	-7	3	-0.7%	0
28	Cc1cccc(N2CCN(C(=O)C3CCC(=O)N(C4CC4)C3)CC2)c1C (configuration not stated)	nt	3	nt	-27	nt	-9	15	-1.9%	-4
29	O=C(Cn1cnc2ccccc21)N1CCN(S(=O)(=O)c2ccccc2)CC1	14	1	0.2	-5	1	0	-3	0.0%	1
30	Cc1cccc(NC(c2ccc(C)s2)c2ccc3ccc(C)nc3c2O)n1 (configuration not stated)	2	1	-0.1	7	24	-2	-13	1.0%	-1
31	CCCCNCCOc1ccccc1-c1ccccc1	69*	17	28	-20	-19	-17	nt	0.4%	7
32	Cc1cc(O)ccc1N/C=C(\C#N)c1nc2ccccc2o1	20	3	-1.6	-30	9	-22	0	-0.8%	8
33	Cc1ccc2cc3cc(C(=O)N(C)c4ccccc4C)oc3nc2c1	nt	2	-0.9	-8	15	3	-36	0.1%	2
34	COc1ccccc1OCCSc1nnc(C)n1-c1ccccc1	-4	0	0.1	-4	12	3	8	-0.6%	22
35	CN(C)c1ccc(NC(=O)CCN2CCN(c3ccccn3)CC2)cc1	85*	0	80*	-2	-27	-6	4	-7.1%	12
36	O=c1c(S(=O)(=O)c2ccccc2)cn(Cc2ccc(F)cc2)c2cc(N3CCCC3)c(F)cc12	nt	-2	0.7	9	-4	-4	9	-0.1%	77*
37	COc1ccc(CCC(=O)N2CCN(S(=O)(=O)c3ccc(C)cc3)CC2)cc1	29	0	1.0	-21	-1	-12	-2	-0.2%	-5
38	COc1ccccc1NNC(=O)C(O)(c1ccccc1)c1ccccc1	-9	-1	0.7	-4	-11	6	5	4.4%	0
39	CC(C)[C@H](NC(=O)Cc1ccccc1)C(=O)OCc1cc(=O)n2c(n1)sc1ccccc12	-16	0	-0.2	7	7	0	-3	2.2%	4
40	O=S(=O)(c1ccc(Cl)cc1)N(CCCN1CCOCC1)Cc1cccs1	43*	1	-0.2	-11	-24	-8	0	-4.1%	-3
41	O=C(COc1ccccc1/C=C\c1[nH]c(=O)[nH]c(=O)c1[N+](=O)[O-])Nc1ccccc1	5	0	-1.4	5	16	-1	-31	-1.8%	-4
42	Cc1ccc(C(=O)NCCN2C3=NC[C@H](Cc4ccc(O)cc4)N3C[C@H]2Cc2ccc(O)cc2)cc1Br	-10	1	-2.3	-16	-10	-12	nt	0.5%	-2
43	Cc1ccc(-n2nc(C)c3c(C)c(CCC(=O)O)c(C)nc32)cc1	-16	5	-2.0	7	5	8	-11	3.4%	0
44	CCOC(=O)Nc1nn(-c2ccc(C)cc2)c(=O)c(C#N)c1C	4	1	-0.7	-6	13	0	7	3.1%	-1
45	Nc1nnc(SCCCOc2ccc(F)cc2)s1	-13	5	-0.5	-11	4	-4	-7	-0.8%	3
46	COc1cc(COCC(O)CN2CCN(CCN3C(=O)c4cccc5cccc(c45)C3=O)CC2)cc(OC)c1OC (configuration not stated)	nt	-1	nt	-8	nt	0	0	0.5%	-2
47	O=C(O)CCCCCN=Cc1c(O)c2ccccc2oc1=O	nt	4	nt	10	nt	-7	?	2.1%	-1
48	CCOC(=O)CN1C(C(=O)c2ccccc2)=C(OC(=O)c2ccccc2)c2ccccc2S1(=O)=O	nt	4	0.2	-11	-16	0	-11	17%	9
49	CCCCCc1nc2c(=O)[nH]c3ccccc3c2o1	-4	0	-0.6	-10	17	-3	3	4.6%	1
50	Cc1cc(-c2ccccc2)nc2[n+]1CCN2C	-20	2	0.0	-1	-7	-5	0	0.1%	4
51	CCCn1c(N)c(C(=O)CN(C)CC(=O)Nc2c(Cl)cccc2Cl)c(=O)[nH]c1=O	-8	5	0.0	3	-13	nt	0	-0.2%	3
52	Cc1nc(Nc2ccc3c(c2)OCCO3)c2oc3ccccc3c2n1	-2	1	-0.3	5	-4	-1	13	1.0%	-4
53	Cc1ccc(S(=O)(=O)N(CC(=O)Nc2cccc(C)c2C)C(=O)N2CCN(C)CC2)cc1	4	3	0.2	-4	7	-8	-9	0.3%	2
54	CCc1ccc(CNC(=O)c2cccc(-n3c(C)nc4cccnc43)c2)cc1	nt	11	-0.4	-25	-3	-3	-26	7.4%	7
55	CC(=O)Oc1ccc(C(=O)Nc2cccc(C(=O)NC(C)(C)C)c2)cc1	1	5	-0.8	-20	11	-2	-7	-1.5%	2
56	CC(C)CC(=O)Nc1cccc(-c2nc3ccccc3[nH]2)c1	0	1&-1	-1.0&-1.7	1&-21	1&6	1&-1	4&-7	6.1%&1.1%	3&-4
57	Cc1ccc(C(=O)NC(=S)Nc2ccccc2N2CCCC2)cc1[N+](=O)[O-]	24	3	1.6	10	10	2	0	3.1%	-4
58	Nc1nccnc1C(=O)OCc1nc2sc3c(c2c(=O)[nH]1)CCCC3	-10	1	0.1	15	8	-8	-3	0.4%	0
59	O=C1c2ccccc2C(Nc2ccc3c(c2)OCCO3)N1Cc1ccco1 (configuration not stated)	10	3	-2.8	-6	17	1	-33	-0.6%	5
60	COc1ccc(NC(=O)c2ccc(N3C(=O)C4CC=C(Cl)CC4C3=O)cc2)cc1 (configuration not stated)	5	9	-0.8	-6	8	2	1	0.5%	-1
61	O=[N+]([O-])c1ccc(NCc2ccccc2)nc1	-13	4	-0.8	-35*	1	-11	-12	2.2%	-1
62	C=CCSc1nc(N)c(C(=O)Nc2ccccc2OC)cc1C(=O)Nc1ccccc1	-2	2	0.2	-16	-17	-5	-16	0.6%	-4
63	c1ccc(-c2nn[nH]n2)cc1	5	2	-1.4	-22	-14	-1	7	2.2%	-1
64	COc1ccc(-c2cc(C(F)(F)F)nc(-n3cc(Cl)cn3)n2)cc1	-12	5	0.3	0	6	0	-5	2.6%	0
65	Cn1sc(NC(=O)c2ccccc2)nc1=O	-13	1	0.7	5	4	0	-13	-0.4%	5
66	Cc1occc1C(=O)NNC(=O)c1ccccc1C(=O)O	31*	0	-0.6	-7	-11	-2	-12	2.3%	1
